High-throughput results: PubChem BioAssay, several laboratories
Ba/F3 V617F tox: reduced viability of JAK2V617F-dependent Ba/F3 cells, primary screen, JAK2V617F inhibitor project, cell-based, Ba/F3 EpoR-JAK2V617F, luminescence; 220,000 tested, 1.1% active; inhibition, % at 5.6 µM; ATP luminescence;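 active = inhibition above the campaign mean plus 3 SD over all tested compounds, cut at about 24% in these data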;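 also: cytokine-independent growth of Ba/F3 cells driven by EpoR plus mutant JAK2; 0% = DMSO-treated cells and 100% = JAK inhibitor I control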
NPY-Y2 PAM-ag: NPY-Y2 potentiators or agonists, primary screen, cell-based; Neuropeptide Y receptor type 2 (Homo sapiens), P49146; cells expressing NPY-Y2, potentiator/agonist read-out; activation, % at 3.6 µM; 220,000 tested, 0.45% active; in the data active = activation above about 27%;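 also: cells stimulated with NPY near EC25 plus isoproterenol at EC100; 0% = vehicle plus submaximal agonist and 100% = vehicle plus saturating agonist; some results beyond the cut were filed as inactive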
S1P4 agonist: S1P4 receptor agonists, primary screen, cell-based; Sphingosine 1-phosphate receptor 4 (Homo sapiens), O95977; S1P4-expressing cell line, agonist reporter assay; activation, % at 4.98 µM; 220,000 tested, 0.35% active; AID 1509, 2009; in the data active = activation above about 11%;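 also: 0% = DMSO vehicle and 100% = reference agonist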
NCF1 inh: p47phox/p22phox peptide binding inhibitors, primary screen, biochemical, uHTS, NADPH oxidase regulatory subunit; Neutrophil cytosol factor 1 (Homo sapiens), P14598; fluorescence polarization, 2 h; inhibition, % at 24.7 µM; 220,000 tested, 0.53% active; AID 1274, 2008;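 active = inhibition above about 30%, limit read from the data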;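 also: 0% = p47phox with labelled peptide and 100% = labelled peptide alone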
Target sequence (P14598 whole entry, looked up): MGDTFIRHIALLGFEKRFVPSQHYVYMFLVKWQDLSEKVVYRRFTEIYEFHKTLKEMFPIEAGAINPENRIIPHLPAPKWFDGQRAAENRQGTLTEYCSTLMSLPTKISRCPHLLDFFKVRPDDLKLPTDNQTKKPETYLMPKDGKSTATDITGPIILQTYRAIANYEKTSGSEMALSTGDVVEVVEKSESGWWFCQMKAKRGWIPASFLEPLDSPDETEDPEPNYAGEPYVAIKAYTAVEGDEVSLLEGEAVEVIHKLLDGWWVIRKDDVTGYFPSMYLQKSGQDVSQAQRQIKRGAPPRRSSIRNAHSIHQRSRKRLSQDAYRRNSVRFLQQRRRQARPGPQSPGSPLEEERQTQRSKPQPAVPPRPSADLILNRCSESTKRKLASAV
NPY-Y1 antag: NPY-Y1 receptor antagonists, primary screen, cell-based | Neuropeptide Y receptor type 1 (Homo sapiens), P25929 | inhibition, % at 3.6 µM | AID 1040, 2008 | HEK293-CNG Y1 cells, membrane potential fluorescence; NPY at EC95, then isoproterenol | 200,000 tested, 1% active;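 active = inhibition above the campaign mean inhibition of all tested compounds plus 3 SD, cut at about 20% in these data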;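 also: 0% = DMSO wells given NPY plus isoproterenol and 100% = isoproterenol alone without NPY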
Target sequence (P25929 whole entry, looked up): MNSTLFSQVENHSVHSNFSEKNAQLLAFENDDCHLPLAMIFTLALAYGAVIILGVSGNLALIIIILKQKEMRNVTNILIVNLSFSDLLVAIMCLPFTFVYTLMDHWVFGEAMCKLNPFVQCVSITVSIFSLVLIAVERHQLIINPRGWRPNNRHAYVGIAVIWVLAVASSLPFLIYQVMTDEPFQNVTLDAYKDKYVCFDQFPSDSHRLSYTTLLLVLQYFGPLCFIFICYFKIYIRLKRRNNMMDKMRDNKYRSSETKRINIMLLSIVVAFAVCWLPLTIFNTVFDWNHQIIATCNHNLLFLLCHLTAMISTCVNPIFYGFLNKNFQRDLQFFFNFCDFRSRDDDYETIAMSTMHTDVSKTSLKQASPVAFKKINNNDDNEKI
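Material: HEK293 cells with Y1 receptor plus CNG channel; times: compound incubation 1 h at room temperature, readout 45 min post-stimulation; signal: fluorescence, membrane potential probe; read-out basis: fluorescence ratio normalized to % inhibition between controls; benchmarks: full-block control isoproterenol-only wells, zero-block control NPY plus isoproterenol wells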
S1P4 antagonist: S1P4 receptor antagonists, primary screen, cell-based. S1P4-expressing cells, antagonist mode, reporter read-out. Sphingosine 1-phosphate receptor 4 (Homo sapiens), O95977. 220,000 tested, 0.26% active. inhibition, % at 4.98 µM; in the data active = inhibition above about 29%;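 also: 0% = wells stimulated with agonist and 100% = vehicle wells without agonist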
NPY1 pot ag: NPY-Y1 receptor potentiators or agonists, primary screen, cell-based. Neuropeptide Y receptor type 1 (Homo sapiens), P25929. NPY-Y1 expressing cells, potentiator/agonist activation. activation, % at 3.6 µM. 220,000 tested, 0.37% active; in the data active = activation above about 33%, passing the limit was not always enough;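 also: cells stimulated with NPY at EC10 then isoproterenol at EC100; 0% = low agonist plus stimulus and 100% = saturating agonist plus stimulus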
CHOP inhibitor: inhibitors of CHOP promoter induction, primary screen, cell-based, unfolded protein response, luciferase reporter; inhibition, % at 10 µM; 220,000 tested, 3.8% active; CHO-K1 CHOP-promoter luciferase, tunicamycin-induced, 15-18 h;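 active = compounds that reduced the stress-induced luciferase reporter signal by more than about 70% of percent inhibition, limit read from the data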;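 also: 0% = tunicamycin plus vehicle and 100% = wells without tunicamycin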
BaF3 parental: parental Ba/F3 cell viability inhibition, counter-screen for JAK2V617F inhibitor project, murine pro-B, CellTiter-Glo luminescence. CellTiter-Glo ATP luminescence. inhibition, % at 5.6 µM. 220,000 tested, 1.1% active;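 active = inhibition above a per-campaign cutoff, the mean inhibition of all tested compounds plus 3 SD, cut at about 27% in these data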;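 also: 0% = DMSO wells and 100% = JAK Inhibitor I control wells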
Active calls of the source: *; . = no result given.

SMILES	Ba/F3 V617F tox	NPY-Y2 PAM-ag	S1P4 agonist	NCF1 inh	NPY-Y1 antag	S1P4 antagonist	NPY1 pot ag	CHOP inhibitor	BaF3 parental
O=C(COC(=O)C1CCN(S(=O)(=O)c2cccc3cccnc23)CC1)c1ccccc1	29*	-8	0.5	-9	-3	6	-5	13	63*
Cn1nc(-c2ccccc2)cc1NC(=O)CCCC(=O)O	2	5	0.7	-13	.	-3	5	-2	2
Oc1ccc(-c2nnc(Nc3ccccc3)c3ccccc23)cc1	2	4	0.2	-22	.	2	18	35	-2
Cc1sc2c(c1C)c(=O)n(-c1ccc(F)cc1)c(=O)n2CC(=O)NCc1ccco1	0	-4	2.0	-15	-3	-18	-2	31	-2
CSc1nc(-c2ccccc2)cn1-c1ccc(NC(C)=O)cc1	-2	15	-0.8	-5	-3	-12	25	-20	0
CC(C)c1nc2oc3c(NCc4cccnc4)ncnc3c2c2c1CCC2	-1	4	-0.3	-2	3	-11	3	51	1
COC(=O)c1ccc(CN(c2ccccn2)S(=O)(=O)c2ccccc2)cc1	-4	13	0.6	-13	2	7	-2	-9	-2
C=CCNC(=O)COC(=O)c1cccnc1Nc1ccccc1F	-4	13	0.0	5	-2	-2	-21	-1	-3
CC(NC(=O)c1cccc(S(=O)(=O)N(C)C)c1)c1nc2ccccc2[nH]1 (stereo not given)	2	1	0.3	-1	0	-15	-4	3	2
Cc1ccc(CNC(=O)CNS(=O)(=O)c2cccc3nsnc23)cc1	-2	4	0.1	-5	3	1	14	12	-1
O=C(NCC1CCCO1)/C(=C\c1ccc(Cl)cc1)NC(=O)c1ccccc1 (stereo not given)	-1	-8	0.3	-2	1	-1	-8	4	1
O=C(Cc1c(O)c2ccccc2[nH]c1=O)NCc1ccc(F)cc1	-1	0	-1.1	-14	-7	-17	3	13	1
O=C(Cn1cnc2ccccc21)Nc1cccc([N+](=O)[O-])c1	-2	6	1.1	1	2	-33	-1	5	3
Cc1ccc(-c2nn3c(C)nnc3s2)cc1NCc1c(F)cccc1Cl	0	8	1.0	4	-1	-16	-13	64	1
O=C(CN1C(=O)c2ccccc2C1=O)NCC(=O)OCC(=O)c1ccc(Br)cc1	0	13	1.5	-6	4	-4	13	53	3
CC(C)CSc1nnc2[nH]c(=O)cc(N)n12	-1	17	-1.5	-9	0	-13	12	21	0
Cc1cccc(C)c1NC(=S)N1CCCN(C)CC1	2	4	1.2	-2	-3	-21	-3	0	3
NS(=O)(=O)c1ccc(NC(=S)NCc2cccs2)cc1	0	1	0.8	0	-4	10	17	9	5
N#CC1=C2SCN(Cc3ccco3)CN2C(=O)CC1c1ccc(Cl)cc1 (stereo not given)	-1	12	0.2	0	2	2	10	-4	1
c1ccc(CCc2nc(-c3ccccn3)no2)cc1	4	-10	0.4	-5	2	-2	-21	-20	5
COC(=O)CCC(=O)Nc1ccccc1C(N)=O	1	1	-0.9	-13	3	2	-9	1	-1
CCN1C(=O)C(=O)N(CC(=O)Nc2ccccc2Oc2ccccc2)C1=O	1	-5	-0.7	3	5	7	-8	21	10
Cc1ccc(Cn2cc(SCC(=O)Nc3nccs3)c3ccccc32)cc1	-1	10	-1.6	-5	7	-3	9	8	-2
O=C(NC1CCCCC1)c1ccc2c(=O)n(CC3CCCO3)c(=O)[nH]c2c1 (stereo not given)	-2	8	-0.5	-17	2	14	8	-30	0
COCCCN1C(=O)C(=O)/C(=C(/O)c2ccc(OC)cc2)C1c1cccc(OC)c1 (stereo not given)	-1	8	1.0	-16	-4	-4	16	-29	4

Copied from the list:
Under S1P4 agonist, Oc1ccc(-c2nnc(Nc3ccccc3)c3ccccc23)cc1 is entered as 0.2
Under BaF3 parental, Cc1ccc(CNC(=O)CNS(=O)(=O)c2cccc3nsnc23)cc1 is entered as -1
Under S1P4 antagonist, O=C(NC1CCCCC1)c1ccc2c(=O)n(CC3CCCO3)c(=O)[nH]c2c1 (stereo not given) is entered as 14

Going on with the list.
SMILES	Ba/F3 V617F tox	NPY-Y2 PAM-ag	S1P4 agonist	NCF1 inh	NPY-Y1 antag	S1P4 antagonist	NPY1 pot ag	CHOP inhibitor	BaF3 parental
CCN1CCN(C(=O)Nc2ccc(Cc3ccc(NC(=O)N4CCN(CC)CC4)cc3)cc2)CC1	-1	2	0.9	-7	-7	14	-6	21	4
CCCOc1cccc(-c2cc(-c3n[nH]c(=S)n3CC)c3ccccc3n2)c1	2	-22	-1.1	-13	3	-15	-33	45	4
O=C(O)C1CCN(C(=O)c2ccccc2Cl)CC1	-1	7	1.3	-3	-2	-28	-1	2	4
CCOc1ccc(CC(=O)Nc2sc(Cc3ccccc3)cc2C(N)=O)cc1OCC	-1	-3	-3.8	-19	5	7	3	-9	4
COc1ccc(NC(=O)Cn2nc3n(c2=S)CCC3)cc1	0	6	1.4	-12	1	-3	-6	28	0
COc1ccc(NC(=O)NCCCN2CCN(c3ccccc3F)CC2)cc1	-1	-12	0.5	-1	.	-3	-2	0	1
COc1cc(NS(=O)(=O)c2ccc3c(c2)oc(=O)n3C)cc(OC)c1OC	6	-3	-0.2	4	-5	-15	-3	.	11
S=C(c1cn(Cc2ccc(Br)cc2)c2ccccc12)N1CCOCC1	-3	0	0.2	-6	5	-12	-6	5	-2
Oc1ccc2cc(Br)ccc2c1CN1CCCC1	-4	-8	0.0	-15	-1	4	20	-19	1
COc1ccc(/C=N/N(C(C)=O)c2nc(-c3ccc(C)cc3)cs2)cc1	-4	-11	3.6	-65	6	-3	12	54	2
CN(C)S(=O)(=O)c1ccc(C(=O)N2CCC(c3nc4ccccc4o3)CC2)cc1	-1	4	-1.3	-30	-3	-11	11	29	6
Cn1c(SCC(=O)NCC2CCCO2)nnc1-c1cccc(NC(=O)c2ccccc2F)c1 (stereo not given)	5	-5	-1.7	4	-2	-13	-4	7	9
O=C(c1nc(SCc2ccc([N+](=O)[O-])cc2)n2ccccc12)C(F)(F)F	1	-3	-0.4	-9	.	-2	-7	29	-3
Cc1ccc(NC(=O)c2nsc(Cl)c2Cl)cc1	2	-23	1.8	-6	.	-9	8	2	-3
Cc1ccccc1-n1cnc2c(sc3nc(N4CCOCC4)c4c(c32)CCCC4)c1=O	-2	-7	-1.4	-1	.	7	2	24	7
COc1ccc2nc(N3C(=O)CNC3=S)sc2c1	-1	-13	0.1	-7	.	-3	8	-51	1
COc1ccc(NC(=O)CN(C)CC(=O)Nc2ccc(N3CCOCC3)cc2)c([N+](=O)[O-])c1	-1	4	0.7	3	4	-20	12	6	1
COc1ccc(CNC(=O)c2ccc[nH]2)cc1Cl	3	1	-0.4	-4	6	-15	-4	-8	9
NC(=O)C(c1ccccc1)c1ncc(C(F)(F)F)cc1Cl (stereo not given)	0	-3	-0.5	-4	3	0	-11	18	8
Cn1c(=O)c2cc(S(=O)(=O)NCCC(=O)Nc3ccc(Cl)cc3)ccc2n(C)c1=O	-2	3	3.4	4	0	-13	7	4	2
O=C(COC(=O)c1sc2cc(F)ccc2c1Cl)Nc1ncc(Cl)cc1Cl	3	-7	2.6	-32	-1	0	-15	37	5
C=CCn1c(SCCN2CCCC2)nc2c([nH]c3ccccc32)c1=O	1	0	0.7	0	4	-7	-8	-11	2
NS(=O)(=O)c1ccc(CNC(=O)c2cc(-c3cccs3)nc3ccccc23)cc1	-3	10	1.0	-32	.	-4	28	5	-13
CCOc1ccc(NS(=O)(=O)CC23CCC(CC2=O)C3(C)C)cc1 (stereo not given)	0	-8	-0.1	-16	0	-3	6	-5	5
CN(C)C(=O)c1cc2cc([N+](=O)[O-])ccc2s1	-1	15	1.1	-14	-1	8	-8	-12	4

In another format: results already given.
COc1ccc(NC(=O)CN(C)CC(=O)Nc2ccc(N3CCOCC3)cc2)c([N+](=O)[O-])c1
- Ba/F3 V617F tox = -1
- NPY-Y2 PAM-ag = 4
- S1P4 agonist = 0.7
- NCF1 inh = 3
- NPY-Y1 antag = 4
- S1P4 antagonist = -20
- NPY1 pot ag = 12
- CHOP inhibitor = 6
- BaF3 parental = 1

COc1ccc(CNC(=O)c2ccc[nH]2)cc1Cl
- Ba/F3 V617F tox = 3
- NPY-Y2 PAM-ag = 1
- S1P4 agonist = -0.4
- NCF1 inh = -4
- NPY-Y1 antag = 6
- S1P4 antagonist = -15
- NPY1 pot ag = -4
- CHOP inhibitor = -8
- BaF3 parental = 9

Grouped by structure: the entries above with fluorine.
SMILES	Ba/F3 V617F tox	NPY-Y2 PAM-ag	S1P4 agonist	NCF1 inh	NPY-Y1 antag	S1P4 antagonist	NPY1 pot ag	CHOP inhibitor	BaF3 parental
Cc1sc2c(c1C)c(=O)n(-c1ccc(F)cc1)c(=O)n2CC(=O)NCc1ccco1	0	-4	2.0	-15	-3	-18	-2	31	-2
C=CCNC(=O)COC(=O)c1cccnc1Nc1ccccc1F	-4	13	0.0	5	-2	-2	-21	-1	-3
O=C(Cc1c(O)c2ccccc2[nH]c1=O)NCc1ccc(F)cc1	-1	0	-1.1	-14	-7	-17	3	13	1
Cc1ccc(-c2nn3c(C)nnc3s2)cc1NCc1c(F)cccc1Cl	0	8	1.0	4	-1	-16	-13	64	1
COc1ccc(NC(=O)NCCCN2CCN(c3ccccc3F)CC2)cc1	-1	-12	0.5	-1	.	-3	-2	0	1
Cn1c(SCC(=O)NCC2CCCO2)nnc1-c1cccc(NC(=O)c2ccccc2F)c1 (stereo not given)	5	-5	-1.7	4	-2	-13	-4	7	9
O=C(c1nc(SCc2ccc([N+](=O)[O-])cc2)n2ccccc12)C(F)(F)F	1	-3	-0.4	-9	.	-2	-7	29	-3
NC(=O)C(c1ccccc1)c1ncc(C(F)(F)F)cc1Cl (stereo not given)	0	-3	-0.5	-4	3	0	-11	18	8
O=C(COC(=O)c1sc2cc(F)ccc2c1Cl)Nc1ncc(Cl)cc1Cl	3	-7	2.6	-32	-1	0	-15	37	5
